Bioassay records deposited in PubChem by National Center for Advancing Translational Sciences (NCATS).
Luc counter = Counterscreen for Luciferase (Kinase-Glo TM) Inhibition; Potency, µM (highest dose often 38.3 µM), for inactives: at the top dose activity change, negative = inhibition, usual class: inhibitors; hit rate 0.28% among 200,000; Luciferin 4-monooxygenase (Photuris pensylvanica), Q27757; AID 1379, 2008; Kinase-Glo luciferase, ATP luminescence, 8 min; also: % is scaled to controls: 0 for no effect and ±100 for the full control effect; nearly all actives have a fitted effect of over 60% in size
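Substrate mix (final 50 mM imidazole pH 7.2, 50 mM KCl, 7 mM MgCl2, 10 uM ATP, 0.01% Tween 20, 0.05% BSA) plus pin-tool compound, then Kinase-Glo detection mix; 8 min ambient, luminescence read.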
L3MBTL1 block = qHTS Assay for the Inhibitors of L3MBTL1; Lethal(3)malignant brain tumor-like protein 1 (Homo sapiens), Q9Y468; AlphaScreen L3MBTL1–H3K9me1 peptide binding; Potency, µM (top dose mostly 57.1 µM), for the others: top-dose activity, negative = inhibition, actives largely listed as inhibitors; hit rate 0.66% among 230,000; also: % is scaled to controls: 0 for no effect and ±100 for the full control effect; nearly all actives have a fitted effect of over 60% in size
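Displacement of a biotinylated histone H3(1-15) peptide monomethylated at Lys9 (75 nM) from L3MBTL1 (50 nM) was measured by AlphaScreen after a 30 min room-temperature compound incubation; cefsulodin titration served as intraplate control.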
ALDH1A1 block = qHTS Assay for Inhibitors of Aldehyde Dehydrogenase 1 (ALDH1A1); Aldehyde dehydrogenase 1A1 (Homo sapiens), P00352; Purified ALDH1A1, NADH fluorescence, propionaldehyde substrate; Potency, µM (titrated, usually from 75.3 µM), inactives show at the highest dose activity, negative = inhibition, most hits filed as inhibitors; hit rate 7.3% among 220,000; AID 1030, 2008; active = well fitted inhibition curve with a large enough effect, not every such curve was filed as active; inconclusive = small, poorly fitted or top-dose-only effect, or another doubt; inactive = no such curve, though single readings can be large or run the other way;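 also: plate controls were no enzyme wells and a reference inhibitor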
RECQ1 helicase = qHTS Assay for Inhibitors of RecQ-Like Dna Helicase 1 (RECQ1); Potency, µM (top dose mostly 57.3 µM), without a hit: at the top dose activity, negative = inhibition, usual class: inhibitors; ATP-dependent DNA helicase Q1 (Homo sapiens), P46063; RECQ1 DNA unwinding, red fluorescence kinetic read; hit rate 0.54% among 240,000; AID 2549, 2010;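 also: plate controls were vehicle for no effect and no enzyme for full effect; nearly all actives have a fitted effect of over 30% in size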
Target sequence (P46063 whole entry, looked up): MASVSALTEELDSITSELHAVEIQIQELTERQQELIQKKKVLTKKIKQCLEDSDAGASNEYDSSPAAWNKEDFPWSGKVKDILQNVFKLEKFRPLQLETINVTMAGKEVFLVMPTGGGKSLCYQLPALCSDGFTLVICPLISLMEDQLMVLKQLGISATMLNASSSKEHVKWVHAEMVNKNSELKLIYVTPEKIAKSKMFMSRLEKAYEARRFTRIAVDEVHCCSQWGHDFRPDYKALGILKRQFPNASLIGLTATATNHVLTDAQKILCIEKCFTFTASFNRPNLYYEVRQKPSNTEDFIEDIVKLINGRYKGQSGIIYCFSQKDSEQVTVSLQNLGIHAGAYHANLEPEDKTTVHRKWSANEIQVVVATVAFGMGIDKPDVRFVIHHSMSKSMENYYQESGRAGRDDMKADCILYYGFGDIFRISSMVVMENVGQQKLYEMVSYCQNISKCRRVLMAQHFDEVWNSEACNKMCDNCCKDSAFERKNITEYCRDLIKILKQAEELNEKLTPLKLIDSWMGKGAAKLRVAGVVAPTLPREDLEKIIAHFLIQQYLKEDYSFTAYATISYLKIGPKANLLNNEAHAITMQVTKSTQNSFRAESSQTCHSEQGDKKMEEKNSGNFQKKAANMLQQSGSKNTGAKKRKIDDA
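RECQ1T1 50 nM; forked duplex (20 bp + 30-nt ss tails) 200 nM, ATP 2 mM final; pH 8.0, 2 mM MgCl2, 2.5 ug/ml poly(dI-dC); 15 min compound preincubation; discontinuous kinetic read over 2 h at RT.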
KDM4E inh = qHTS Assay for Inhibitors of Human Jumonji Domain Containing 2E (JMJD2E); Lysine-specific demethylase 4E (Homo sapiens), B2RXH2; JMJD2E catalytic domain, FDH-coupled NADH fluorescence (FDH is formaldehyde dehydrogenase); Potency, µM (top dose mostly 57.1 µM), for inactives: at the top dose activity change, negative = inhibition, usual class: inhibitors; hit rate 1.6% among 230,000; active = well fitted inhibition curve with a large enough effect, not every such curve was filed as active; inconclusive = small, poorly fitted or top-dose-only effect, or another doubt; inactive = no such curve, though single readings can be large or run the other way;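 also: 0% = wells with enzyme and -100% = buffer wells without enzyme; nearly all actives have a fitted effect of over 50% in size; many of its hits are not listed in these tables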
Target sequence (B2RXH2 1-337 limits assumed): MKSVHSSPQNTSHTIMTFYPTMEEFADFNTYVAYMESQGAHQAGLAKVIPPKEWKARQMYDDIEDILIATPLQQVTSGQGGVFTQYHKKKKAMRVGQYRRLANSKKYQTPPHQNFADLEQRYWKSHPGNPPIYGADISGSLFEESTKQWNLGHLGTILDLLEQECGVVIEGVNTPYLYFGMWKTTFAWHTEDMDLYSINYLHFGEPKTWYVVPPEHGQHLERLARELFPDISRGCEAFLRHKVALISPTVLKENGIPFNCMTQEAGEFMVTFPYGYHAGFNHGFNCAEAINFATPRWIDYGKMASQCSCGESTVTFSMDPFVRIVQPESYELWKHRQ
Lamin A splicing = qHTS Assay for Modulators of Lamin A Splicing. HeLa LMNA splicing GFP/RFP minigene ratio, 48 h. hit rate 0.01% among 200,000. Potency, µM (titrated, usually from 46.1 µM), without a hit: top-dose ratio change, negative = inhibition, hits mostly inhibitors; active = well fitted inhibition curve with a large enough effect in the signal ratio, with a control signal flat, not every such curve was filed as active; inconclusive = small, poorly fitted or top-dose-only effect, or effect the other way, or a change in a side signal; the % refers to the signal ratio; also: % is scaled to controls: 0 for no effect and ±100 for the full control effect
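S3 HeLa stable clones carrying a lamin A-EGFP splicing minigene plus DsRed2 were seeded at 600 cells/well in Opti-MEM with 2% FBS, pin-dosed and incubated 48 h at 37°C. Acumen cytometry (488 nm) gave the GFP/RFP total-intensity ratio.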
SMN2 splice up = qHTS Assay for Enhancers of SMN2 Splice Variant Expression; HEK293 SMN2-luciferase splicing reporter, luminescence, 30-36 h; Potency, µM (doses to about 46.1 µM), inactives show at the top dose activity change, positive = activation, most hits filed as activators; hit rate 2.8% among 210,000; also: % of control where 0% means no effect; nearly all actives have a fitted effect of over 55% in size
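HEK293 cells carry an SMN2 […]–luciferase reporter in which exon 7 inclusion puts luciferase in frame. Cells were plated 10-12 h before compound addition, then incubated 30-36 h at 37C. ONE-Glo luminescence was read; sodium butyrate at 4.5 mM final served as control.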
Tau ThT inhib = qHTS for Inhibitors of Tau Fibril Formation, Thioflavin T Binding; Potency, µM (top dose mostly 57.4 µM), for the others: at the highest dose activity, negative = inhibition, hits mostly inhibitors; AID 1460, 2008; recombinant tau K18 P301L, heparin-induced fibrillization, ThT fluorescence; hit rate 2.1% among 270,000; also: % is scaled to controls: 0 for no effect and ±100 for the full control effect; nearly all actives have a fitted effect of over 55% in size
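ThT emission at 510 nm, taken 1 hr after adding 30 uM dye, quantifies aggregates formed when 20 uM heparin acts on human tau K18 P301L for 6 hr at 37 C.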
* hit, by the source's call; i = inactive; ? = inconclusive; / = no result given; [ ] = remark or other dose. Unless noted, calls follow the shape of the dose curve; as a rule, active = well fitted curve in the direction sought with a large enough effect; inconclusive = small, poorly fitted or top-dose-only effect, or another doubt; inactive = no such curve, though single readings can be large; an effect the other way counts as inactive or inconclusive. Potency is read from the fitted curve at half-maximal effect. A portion of the library; rates above refer to the full screens.

SMILES	Luc counter	L3MBTL1 block	ALDH1A1 block	RECQ1 helicase	KDM4E inh	Lamin A splicing	SMN2 splice up	Tau ThT inhib
NNC(=S)Nc1ccc(S(=O)(=O)N2CCOCC2)cc1	/	-3%	/	-8%	-10%	/	/	?
N#CCCn1cnc2c1NC=NC2Cl (stereo not given)	0%	/	-4%	-11%	-4%	/	-1%	-3%
CCN(CC)CCN1C(=O)c2cccc3cc(N)cc(c23)C1=O	-4%[7.66 µM]	-1%	-6%[13.5 µM]	15%	-2%	/	-6%[9.22 µM]	-16%
Cn1c(=O)nc2n(Cc3ccccc3)c3ccccc3cc-2c1=O	-1%	-9%	-1%	9%	0%	?	?	6%
O=S(=O)(c1cc(-c2nnc(-c3ccc(Br)cc3)o2)ccc1Br)N1CCCCCC1	2%	-2%	-8%	-7%	-6%	-4%	-45%[inhibitor]	-1%
COc1ccc(-c2cc(C(=O)NCCCn3ccnc3)no2)cc1OC	-6%	/	11%	i	7%	-24%	-6%	-11%
CCc1cccc(C)c1NC(=O)COC(=O)CNS(=O)(=O)/C=C/c1ccccc1	3%	-6%	?	i	-6%	-3%	-8%	-3%
CCOc1ccc2oc(-c3ccccc3)c(C(=O)O)c2c1	4%	17%[11.4 µM]	?	?	?	1%	20%	-10%
O=C(CCc1ccccc1)NNC(=O)c1ccccc1F	-1%	12%	?	i	5%	/	/	5%
C[C@H](NC(=O)c1nc[nH]c1C(=O)NCc1ccc(CNC(=O)OC(C)(C)C)cc1)C(=O)OC(C)(C)C	/	44%[activator]	-8%	?	-8%	/	/	?
CCc1nc2ccccc2c(=O)n1NC(=O)c1c(O)c2cccc3c2n(c1=O)CCC3	-1%	/	16%	5%	12%	1%	-33%[inhibitor]	-8%
CC1CC(C)CN(S(=O)(=O)c2cccc3cccnc23)C1 (stereo not given)	-4%	-3%	-5%	-11%	3%	8%	-28%	-3%
COc1ccccc1S(=O)(=O)Cc1ccc(C(=O)N2CCOCC2)o1	1%	-11%	0%	-3%	-2%	-13%	?	-3%
COc1ccc(/C=C2/C(=O)ON=C2c2ccccc2)cc1OC	-5%	-7%	22µM*	-5%	6%	?	7%	-11%
Cc1ccc(/C=N/Nc2nc(Cl)c(Cl)cc2Cl)s1	9%	1%	-13%	-9%	-9%	8%	?	?
COc1ccc(Cl)cc1-n1c(C)cc(C(=O)O)c1C	-1%	0%	?	-10%	14%	15%	-2%	-7%
C/C(=N\N1CCN(Cc2ccc(Cl)cc2)CC1)c1ccc(F)cc1	/	-15%	/	i	6%	/	/	-12%
CCn1c(SCC(=O)N2CCc3ccccc32)nnc1-c1c[nH]c2ccccc12	1%	0%[11.4 µM]	?	2%	-1%	-18%	-51%[inhibitor]	-16%
CC(=O)N1CCC(=NNS(=O)(=O)c2ccc(C)c([N+](=O)[O-])c2)CC1	16%	/	10µM*	-3%	1%	2%	8%	-5%
O=C(NCc1ccco1)C1CC(=O)N(c2ccc(Cl)cc2)C1 (stereo not given)	13%	/	-8%	-6%	-10%	/	-16%	6%
CCOC(=O)C1(Cc2ccccc2Cl)CCN(Cc2csc(C(C)=O)c2)CC1	-4%	-22%	-10%	-11%	-20%	8%[46 µM]	/	-8%
COCCCNC(=O)COc1ccc(-c2nccc(-c3ccccn3)n2)cc1	3%	2%	1%	-2%	-3%	7%	-27%	-19%
NC(=O)C1CCN(C(=O)CN2C(=O)c3ccccc3S2(=O)=O)CC1	0%	0%	16%	-10%	6%	8%	-14%	-1%
COc1cccc(CNC(=O)Cc2nc3nc(C)cc(C)n3n2)c1	-3%	6%	6%	?	8%	-2%	-2%[1.84 µM]	-2%
C=CCn1c(-c2ccoc2C)n[nH]c1=S	-2%	/	?	i	-9%	0%	9%	-10%
SMILES	Luc counter	L3MBTL1 block	ALDH1A1 block	RECQ1 helicase	KDM4E inh	Lamin A splicing	SMN2 splice up	Tau ThT inhib
COc1ccc(C(=O)Nc2ccccc2C(=O)N/N=C/c2ccco2)cc1	2.8µM*	-2%	?	-3%	-8%	2%	/	2%
CCCCNC(=O)c1ccc2nc(-c3ccco3)c(-c3ccco3)nc2c1	-4%	32µM*	5µM*	2%	?	-2%	-9%	16µM*
CCC(C)[C@H](NC(=O)NCc1ccc(Cl)cc1)C(=O)O (stereo not given in full)	/	16%	12%	i	8%	/	/	-8%
O=C(CCn1nnc2ccccc21)N/N=C\Cc1ccccc1	-4%	/	7%	-4%	3%	/	-15%	9%
O=C(Nc1nc(-c2ccc(-c3ccccc3)cc2)cs1)C1CCCO1 (stereo not given)	-5%	/	-10%	i	?	?	-27%	16%
COc1ccc(C2NC(=S)NC3=C2CCc2ccccc23)cc1OC (stereo not given)	1%	-14%	?	10%	?	?	-15%	?
O=C(Nc1ccc2ccccc2c1)[C@H]1C[C@@H]1[C@H](NP(=O)(c1ccccc1)c1ccccc1)c1ccccc1	3%	/	-2%	-13%	-28%	/	-16%	?
CCOc1ccc(CNC(=O)C2CCC(=O)N2C2CCCC2)cc1OC (stereo not given)	1%	-5%	-3%	-6%	-1%	12%	-11%	-6%
Cc1ccc(NC(=O)N(Cc2ccc3c(c2)OCO3)Cc2cc3cc4c(cc3[nH]c2=O)OCCO4)cc1	0%	1%	-11%	-14%	?	?	-14%	0%
O=C(NCc1nc2ccccc2[nH]1)[C@H]1C[C@@H]1[C@H](NP(=O)(c1ccccc1)c1ccccc1)c1ccccc1	-6%	/	-9%	-4%	-15%	/	-7%	?
COC(=O)C(C)Oc1ccc(-c2nccc(-c3cccs3)n2)cc1 (stereo not given)	4%	25%	-7%	-6%	?	0%	?	-8%
CCCS(=O)(=O)Nc1c(OC)ccc2c1c(C(=O)OCC)c(C)n2C	3%	2%	-3%	-4%	0%	-13%	4%	-8%
CCOC(=O)CNC(=O)c1cccnc1Oc1ccc(Cl)cc1	/	1%	/	-2%	3%	/	/	-5%
CN(c1ccc(C(=O)Nc2nccs2)cc1)S(=O)(=O)c1ccccc1	0%	-3%	17%	0%	-7%	?	-33%[inhibitor]	-5%
CSc1ccn(CCC(=O)O)c(=O)n1	3%	14%	-2%	i	-3%	2%	21%	?
COc1ccc(-c2[nH]ncc2CN(CCO)CC23CC4CC(CC(C4)C2)C3)c(OC)c1	0%	-8%	1%	-5%	6%	3%[46 µM]	/	-13%
CCC(CC)COC(=O)C(C#N)c1nc2ccccc2nc1N1CCN(CC)CC1 (stereo not given)	8%	-21%	-15%	-7%	?	?	-22%	?
Cc1nn(-c2ccccc2)c2sc(C(=O)O)cc12	0%	-2%	?	18%	?	-11%	?	-9%
COc1ccc(C(=O)NNC(=O)CN2CCC(n3nnc4cc(C(F)(F)F)ccc43)CC2)cc1	9%	32%[activator]	3%	8%	10%	-3%	11%	8%
O=C(NC1CCCCC1)c1ccccc1NC(=O)C1CC(=O)N(c2ccccc2)C1 (stereo not given)	-2%	-5%	-4%	-4%	-1%	-8%	-10%	9%
Cc1ccc(N(CN2C(=O)NC(C)(C)C2=O)CN2C(=O)NC(C)(C)C2=O)cc1	13%	/	13%	i	201%[activator]	7%	27%	-7%
O=C(NC(Cc1ccc(O)cc1)C(=O)O)c1ccco1 (stereo not given)	-1%	5%	11%	-15%	?	/	0%	1%
N#CCCS(=O)(=O)c1ccc(N)cc1	1%	2%	-1%	-4%	-2%	-12%	8%	-1%
CC(O)/C=C/c1ccc2ccccc2n1 (stereo not given)	-6%	/	-1%	-3%	-10%	?	16µM*	?
COc1cc(CNC(=O)C2CCCN2S(=O)(=O)c2ccccc2)cc(OC)c1OC (stereo not given)	-1%	4%	6%	i	-5%	28%[46 µM]	-11%	-7%

An excerpt of these results, with values under each structure.
Order of values – Luc counter | L3MBTL1 block | ALDH1A1 block | RECQ1 helicase | KDM4E inh | Lamin A splicing | SMN2 splice up | Tau ThT inhib
CCN(CC)CCN1C(=O)c2cccc3cc(N)cc(c23)C1=O
→ -4%[7.66 µM] | -1% | -6%[13.5 µM] | 15% | -2% | / | -6%[9.22 µM] | -16%
CC(O)/C=C/c1ccc2ccccc2n1 (stereo not given)
→ -6% | / | -1% | -3% | -10% | ? | 16µM* | ?
CCCCNC(=O)c1ccc2nc(-c3ccco3)c(-c3ccco3)nc2c1
→ -4% | 32µM* | 5µM* | 2% | ? | -2% | -9% | 16µM*
C=CCn1c(-c2ccoc2C)n[nH]c1=S
→ -2% | / | ? | i | -9% | 0% | 9% | -10%

Later entries
SMILES	Luc counter	L3MBTL1 block	ALDH1A1 block	RECQ1 helicase	KDM4E inh	Lamin A splicing	SMN2 splice up	Tau ThT inhib
Clc1ccc(OCCOCCN2CCCCC2)c(Br)c1	-2%	-4%	-2%	4%	-25%	-6%	5%	-6%
COc1ccc(NC(=O)c2c(N)no[n+]2[O-])c(OC)c1	-2%	23%	1%	-7%	-5%	-22%[9.22 µM]	-11%	-14%
CN1CCN(C(=O)CN(Cc2ccc(Cl)cc2)S(C)(=O)=O)CC1	2%	-2%	10%	-7%	4%	-12%	12%	-1%
O=C(NCC1CCCO1)C(c1cccs1)N(Cc1cccs1)C(=O)c1ccc(-c2ccccc2)[nH]1 (stereo not given)	-1%	-15%	?	0%	?	?	3%[1.84 µM]	-17%
COc1ccc(C(=O)Nc2nc(-c3ccccc3)c(C(C)=O)s2)c(OC)c1	2%	8%	10%	i	-1%	?	1%	-14%
Cc1ccc(NS(=O)(=O)c2ccc(C(=O)N3CCN(c4ncccn4)CC3)cc2)cc1	1%	15%	-11%	-11%	?	?	-48%[inhibitor]	1%
